From PubChem
M5 antag – antagonists of human muscarinic M5 receptor (CHRM5); P08912; CHO-hM5 cells, Fluo-8 calcium fluorescence, ACh EC80; inhibition, % at 3 µM; hit rate 0.59% among 360,000; AID 624040;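 active = inhibition above a per-plate cutoff, the mean of that plate's test compounds plus 3 SD, cut at about 27% in these data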;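 note: 0% = acetylcholine EC80 with DMSO and 100% = DMSO without agonist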
Target sequence (P08912 whole entry, looked up): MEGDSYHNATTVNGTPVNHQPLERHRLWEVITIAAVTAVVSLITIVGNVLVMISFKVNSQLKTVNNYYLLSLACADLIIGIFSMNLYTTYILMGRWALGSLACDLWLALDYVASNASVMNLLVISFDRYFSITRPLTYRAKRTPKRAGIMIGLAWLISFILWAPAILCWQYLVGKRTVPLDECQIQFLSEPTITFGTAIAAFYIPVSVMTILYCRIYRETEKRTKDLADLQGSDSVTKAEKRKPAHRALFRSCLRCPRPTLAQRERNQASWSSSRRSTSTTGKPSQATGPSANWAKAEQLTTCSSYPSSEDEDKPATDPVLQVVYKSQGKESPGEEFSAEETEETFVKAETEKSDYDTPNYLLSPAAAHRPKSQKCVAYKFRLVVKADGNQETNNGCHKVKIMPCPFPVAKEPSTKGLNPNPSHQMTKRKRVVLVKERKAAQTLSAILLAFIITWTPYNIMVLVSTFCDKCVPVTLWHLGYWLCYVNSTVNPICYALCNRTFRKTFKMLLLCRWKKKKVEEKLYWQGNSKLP
IDE cell inh – inhibits human insulin-degrading enzyme in HEK cells | FAbetaB cleavage, fluorescence polarization | inhibition, % at 5.59 µM | hit rate 0.41% among 320,000 | AID 434962;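 active = percent inhibition above the average of all tested compounds plus 3 SD, set per screening campaign, cut at about 16% in these data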;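 note: IDE supplied by intact live HEK cells; FP after avidin binding of uncleaved biotin substrate so inhibition keeps polarization high; 0% = DMSO wells and 100% = 60 µM reference IDE inhibitor Ii1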
CRFBP-R2 block – CRF-BP/CRF-R2 complex antagonism. inhibition, % at 11.8 µM. hit rate 0.59% among 350,000. AID 588475. HEK293 CRF-R2/CRF-BP, CRF-induced calcium fluorescence;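 active = inhibition of the ligand-induced calcium signal above about 50% at the single tested concentration, limit read from the data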
M5 ag – CHRM5 agonism in calcium assay. P08912. CHO-K1 hM5 cells, Fluo-8 calcium fluorescence; 0% DMSO wells, 100% maximal acetylcholine response. activation, % at 3 µM. hit rate 0.19% among 360,000. AID 624037;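 active = activation above the run's mean over test compounds plus 3 SD, cut at about 23% in these data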;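 note: signal is peak over basal fluorescence ratio across the kinetic read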
M4 PAM – positive allosteric modulators of human muscarinic M4 receptor; hit rate 0.4% among 360,000; AID 624126; activation, % at 3 µM; CHO-K1 hM4/Gqi5, Fluo-8 calcium fluorescence, ACh EC20; 0% = ACh EC20, 100% = maximal ACh;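 active = activation above its plate's cutoff, the mean activation of sample wells plus 3 SD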; note: some results filed as inactive read as strong as hits
Target sequence (P08173 whole entry, looked up): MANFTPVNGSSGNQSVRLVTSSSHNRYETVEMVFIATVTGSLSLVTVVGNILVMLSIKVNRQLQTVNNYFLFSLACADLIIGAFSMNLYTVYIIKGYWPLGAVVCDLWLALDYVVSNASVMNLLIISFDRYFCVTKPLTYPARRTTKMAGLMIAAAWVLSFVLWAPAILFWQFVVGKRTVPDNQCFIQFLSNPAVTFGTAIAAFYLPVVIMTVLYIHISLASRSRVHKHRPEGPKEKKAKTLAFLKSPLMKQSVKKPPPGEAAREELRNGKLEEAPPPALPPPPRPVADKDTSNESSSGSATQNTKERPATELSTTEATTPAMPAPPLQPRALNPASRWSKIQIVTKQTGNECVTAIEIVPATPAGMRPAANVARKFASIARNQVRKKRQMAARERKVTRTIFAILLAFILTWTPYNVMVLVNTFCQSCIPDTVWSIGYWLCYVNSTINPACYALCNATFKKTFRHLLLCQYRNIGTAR
CHRM4 antagonist – blocks acetylcholine activation of human M4 receptor; inhibition, % at 3 µM; hit rate 0.73% among 360,000; P08173; CHO-hM4 cells, ACh EC80, Fluo-8 calcium fluorescence;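 active = inhibition above its plate's cutoff, the mean inhibition of sample wells plus 3 SD, cut at about 27% in these data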;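 note: 0% = acetylcholine EC80 with DMSO and 100% = DMSO without agonist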
M5 PAM – potentiates acetylcholine response at human M5 receptor. P08912. CHO-K1 hM5, Fluo-8 calcium, ACh EC20 PAM; 0% = ACh EC20, 100% = ACh EC100. activation, % at 3 µM. hit rate 0.3% among 360,000;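 active = activation above the run cutoff, the mean activation of all test compounds plus 3 SD, cut at about 18% in these data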
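Measured by: Fluo-8 calcium fluorescence; material: human M5 receptor in CHO-K1 cells; schedule: Post-acetylcholine fluorescence recording 140 s; benchmarks: low control EC20 acetylcholine (0%), high control EC100 acetylcholine (100%); read-out: Max/basal fluorescence ratio as % of EC20–EC100 ACh window; compound: single dose, 3 µM nominal final test concentration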
CRFR2-BP ag – agonists of human CRF-binding protein/CRF-R2 receptor complex; HEK293 CRF-R2/CRF-BP, calcium dye fluorescence (FLIPR); percent of saturating CRF peptide response; activation, % at 13.2 µM; hit rate 0.46% among 350,000;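 active = activation of at least 50%, plus an integration ratio under a set limit after plate pattern correction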;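 note: plate controls were neutral control wells without compound for no effect and CRF at EC100 for full effect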
CHRM4 agonist – agonists of human muscarinic M4 receptor (CHRM4); hit rate 0.14% among 360,000; CHO-K1 hM4/Gqi5, Fluo-8 calcium fluorescence; vehicle 0%, full acetylcholine response 100%; activation, % at 3 µM; P08173;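 active = activation above the run mean over all test wells plus 3 SD, cut at about 32% in these data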;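 note: peak over basal fluorescence ratio per well then scaled between controls; 0% = DMSO wells and 100% = acetylcholine at EC100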
Active calls of the source: *; x = no result given.

SMILES	M5 antag	IDE cell inh	CRFBP-R2 block	M5 ag	M4 PAM	CHRM4 antagonist	M5 PAM	CRFR2-BP ag	CHRM4 agonist
O=C(c1ccccc1NS(=O)(=O)c1ccc(Br)s1)N1CCCC1	-5	-5	0	1	11	1	-3	-0.8	0
CCc1ccc(OCC(=O)Nc2ccncc2)c(Br)c1	12	-1	-23	4	-6	7	-21	-1.3	11
COc1ccc(Nc2ncnc3nc[nH]c23)cc1OC	0	3	-11	0	4	-8	1	0.3	0
COC(=O)c1cccc(NC(=O)c2ccc3c(c2)C(=O)N(C(C)(C)C)C3=O)c1	16	1	-2	-3	-2	-5	-5	0.4	3
Cc1ccc2oc(=O)c3cc(C(=O)NCCN4CCc5ccccc5C4)sc3c2c1	-3	-3	3	4	-8	0	-9	-2.6	10
O=C(O)c1ccc(C=NN=C2c3ccccc3-c3ccccc32)cc1	3	x	47	-3	12	-17	-1	-5.6	1
COCc1c(C(=O)N2CCN(Cc3ccc4c(c3)OCO4)CC2)oc2ccccc12	7	-4	2	-5	1	-2	-12	-2.1	3
COc1ccccc1OCCNC(=O)C1CC(=O)N(Cc2ccccc2)C1 (configuration not stated)	-4	0	2	3	1	0	9	0.2	2
COc1ccc(CCN2CC(C(=O)NCc3cn(C)nc3C)CCC2=O)cc1 (configuration not stated)	-3	x	-7	1	-2	1	2	7.2	0
O=c1onc(-c2ccc(Cl)cc2)n1Cc1ccc(F)cc1	3	-2	37	-7	-7	15	-8	-0.6	-3
Cc1cccc(OCC(=O)NC(Cc2c[nH]c3ccccc23)C(=O)O)c1C (configuration not stated)	2	-2	-9	-2	4	-3	-3	-1.6	1
CCOc1ccc(S(=O)(=O)Nc2ccn(C)n2)cc1	7	0	-3	2	1	-2	-6	-1.4	2
C=CCNC(=O)CN(Cc1ccccc1)S(=O)(=O)c1ccccc1	10	3	-11	-1	2	5	2	-1.6	1
Cc1cccc(C)c1OCc1nnc(SCC(=O)Nc2nccs2)n1-c1ccccc1	-1	1	1	0	23	4	1	-0.5	-1
C=CCN(c1ccccc1C(=O)O)S(=O)(=O)c1ccc(C)cc1	-16	-6	13	-1	9	-2	2	-1.0	1
C[C@H]1CN([C@@H](C)CO)S(=O)(=O)c2ccc(Br)cc2O[C@H]1CN(C)C(=O)CCN1CCCCC1	-1	x	0	-1	-1	-1	2	-0.7	0
C[C@H](CO)N1C[C@H](C)[C@H](CN(C)S(C)(=O)=O)OCc2ccccc2-c2c(n(C)c3ccccc23)C1=O	-5	x	-10	-1	4	-4	4	-0.5	1
CC1CN(C(=O)c2cc3cc(F)ccc3[nH]2)CC(C)O1 (configuration not stated)	13	x	-10	-4	-5	6	-2	-2.2	1
Clc1cccc(CSc2ccc(-c3cccnc3)nn2)c1	-3	3	-28	2	-8	5	-4	-0.7	1
CCOCCCNC(=O)Cn1cnc2c(cnn2-c2ccc(OC)cc2)c1=O	14	1	24	-1	-5	3	-4	-0.8	0
COC(=O)c1ccc2nc(NC(=O)C(C)C)sc2c1	-2	0	-20	0	-2	-5	-3	0.0	0
C/C(=N\OCC(=O)OCC(=O)N(Cc1ccccc1)C(C)(C)C)c1ccc2c(c1)OCO2	7	4	16	3	6	-8	1	5.0	1
CCOC(=O)c1cc(=O)n(-c2ccc(Cl)cc2C)[nH]1	3	0	-6	0	4	2	13	0.6	1
COc1ccc(OC)c(C(O)c2ncc(-c3cccc(C(F)(F)F)c3)[nH]2)c1 (configuration not stated)	5	x	x	2	1	-9	-2	x	5
O=C(c1ccco1)N1CCN(Cc2cc(=O)c(OCc3ccccc3)co2)CC1	1	-2	-6	-1	6	0	3	-0.2	0
CCCS(=O)(=O)N1CCN=C1SCc1ccc(F)cc1	-4	0	-11	-9	-2	2	4	-1.3	1
COc1cccc(N=C2NC(=O)/C(=C/c3cc([N+](=O)[O-])ccc3O)S2)c1	2	1	-74	1	-10	6	1	38	1
Cc1c(NS(=O)(=O)c2ccc(C(=O)N(C)Cc3cccc(Cl)c3Cl)cc2)c(=O)n(-c2ccccc2)n1C	12	x	-12	-8	-5	-6	-14	0.0	5
Cc1cccc(N2CCN(C(=O)c3ccc(N4CCCC4=O)cc3)CC2)c1C	2	14	8	-3	5	-15	-1	-0.7	3
O=C(N/N=C/c1cccc(Br)c1)c1ccc(Cn2cc(Br)cn2)o1	6	8	7	-2	-14	15	-3	-1.5	3
O=C(COC(=O)c1ccc(OC(F)F)cc1)NCc1cccs1	-1	2	-7	-1	6	-2	-5	0.1	2
CCc1noc(C)c1C(=O)NCCc1ccc(OC)c(OC)c1	7	1	-6	2	1	10	1	-0.2	2
O=C1CCCC(O)=C1N=Nc1ccc(C(=O)O)cc1	9	-4	6	4	-4	3	-3	-0.9	1
Cc1ccc(-c2nc(CS(=O)(=O)CC(=O)NC3CC3)c(C)o2)cc1	6	-1	5	-4	4	-1	0	-1.3	-1
CC#CC(=O)N1CCC(Oc2cccc(C(=O)NCc3ccccn3)c2)CC1	1	4	10	1	-5	2	-3	-1.8	3
COC(=O)c1cc(C#N)c(Oc2ccc(F)cc2)nc1C	1	-3	31	-10	3	2	-2	-1.7	-1
CCc1cc(=O)oc2c(CNCc3c(F)cccc3Cl)c(O)ccc12	5	0	-10	-7	1	-6	-5	-2.9	1
COc1ccc2c(c1)[C@H]1[C@H](CO2)[C@H](c2ccccc2)[C@]2(C)C(=O)Nc3ccc(Br)cc3C(=O)N12	24	4	5	-8	-1	5	-21	-0.6	1
Cc1nc2sc(C(c3ccc(Cl)cc3)N3CC(C)OC(C)C3)c(O)n2n1 (configuration not stated)	7	6	3	-2	17*	-2	-4	-0.3	2
CCN(c1ccc(C)c(C)c1)S(=O)(=O)c1c(C)[nH]c(=O)[nH]c1=O	-7	2	-6	-1	9	-6	4	1.5	2

Some values from the list:
Reading of `Cc1ccc(-c2nc(CS(=O)(=O)CC(=O)NC3CC3)c(C)o2)cc1` under CRFR2-BP ag: -1.3
Reading of `CCN(c1ccc(C)c(C)c1)S(=O)(=O)c1c(C)[nH]c(=O)[nH]c1=O` under M5 ag: -1
Reading of `Cc1nc2sc(C(c3ccc(Cl)cc3)N3CC(C)OC(C)C3)c(O)n2n1` (configuration not stated) under CRFBP-R2 block: 3
Reading of `O=C(N/N=C/c1cccc(Br)c1)c1ccc(Cn2cc(Br)cn2)o1` under CHRM4 antagonist: 15
Reading of `CCCS(=O)(=O)N1CCN=C1SCc1ccc(F)cc1` under IDE cell inh: 0

Arranged by count of non-hydrogen atoms (rising): 3 of the compounds above
SMILES	M5 antag	IDE cell inh	CRFBP-R2 block	M5 ag	M4 PAM	CHRM4 antagonist	M5 PAM	CRFR2-BP ag	CHRM4 agonist
CCOC(=O)c1cc(=O)n(-c2ccc(Cl)cc2C)[nH]1	3	0	-6	0	4	2	13	0.6	1
CCN(c1ccc(C)c(C)c1)S(=O)(=O)c1c(C)[nH]c(=O)[nH]c1=O	-7	2	-6	-1	9	-6	4	1.5	2
Cc1c(NS(=O)(=O)c2ccc(C(=O)N(C)Cc3cccc(Cl)c3Cl)cc2)c(=O)n(-c2ccccc2)n1C	12	x	-12	-8	-5	-6	-14	0.0	5

(next part)
SMILES	M5 antag	IDE cell inh	CRFBP-R2 block	M5 ag	M4 PAM	CHRM4 antagonist	M5 PAM	CRFR2-BP ag	CHRM4 agonist
O=S(=O)(c1cnc[nH]1)N1CCc2ccccc21	5	0	5	-5	17	-1	7	1.6	1
CCN1CCN(C(=O)c2cc3ccc(OC)cc3[nH]2)CC1	-7	5	17	-2	1	-3	0	5.6	0
COc1ccc(Cc2nc(-c3ccccn3)no2)cc1OC	16	10	-1	0	-4	-9	-7	-0.2	2
CC1CCCCN1C(=S)NC(=O)c1cccs1 (configuration not stated)	2	2	-7	-2	-13	12	-5	-0.4	1
Cc1noc(C(=O)NCc2cccnc2)c1Cl	2	-1	13	0	0	-7	-3	0.8	-1
O=c1sc2ccccc2n1COc1ccccc1	-9	x	13	-8	-2	-1	2	-1.7	-2
CCOc1ccc(N2CC(C(=O)NCc3nnnn3-c3ccc(C)c(C)c3)CC2=O)cc1 (configuration not stated)	-4	-3	54*	-4	1	0	0	-0.4	0
COc1ccc(C(=S)N2CCOCC2)cc1OC(=O)c1ccc(C)cc1	-3	-1	-1	-1	-1	-4	4	-0.9	-1
Cn1c(=O)cc(SCC(=O)N2CCCC2)c2cc(Cl)ccc21	3	-3	2	2	3	10	-1	2.2	0
CCOC(=O)C1(Cc2ccccc2C(F)(F)F)CCN(Cc2ccon2)CC1	2	3	-4	-5	-2	-23	-1	0.3	6
COc1ccc(NC(=O)Cc2coc3ccc4ccccc4c23)cc1S(=O)(=O)N1CCOCC1	3	-1	0	-2	-6	4	-2	3.6	5
CCN(C(=O)Cn1cc(C(F)(F)F)ccc1=O)c1c(N)n(Cc2ccccc2)c(=O)[nH]c1=O	8	-2	1	0	-3	5	8	0.9	0
Cc1cc(C)cc(NC2=NC3(CCCCC3)N=C(N)N2)c1	-6	-4	2	-9	12	-8	2	1.5	0
COc1ccc(NC(=O)CCN2C(=O)c3ccccc3S2(=O)=O)cc1	-2	5	2	0	4	4	-5	-0.1	3
O=C(Nc1cnccn1)Nc1ccccc1Cl	-4	2	-21	-1	7	-13	-4	-2.3	1
COc1cccc(Nc2nnc(SCc3nc4ccccc4s3)s2)c1	-1	7	-35	-1	-11	3	-10	-1.3	1
CC1(C)CC(=O)c2cn3ncnc3nc2C1	1	1	10	2	6	-5	2	-1.5	1
C#CCOc1c(Cl)cc(/C=N/NC(N)=S)cc1OCC	-6	-1	-1	-2	2	-11	2	-3.0	-1
CCN(CC)S(=O)(=O)c1ccc(C)c(NC(=S)N2CCN(Cc3ccc4c(c3)OCO4)CC2)c1	-2	7	-13	2	-1	-7	-8	1.0	12

Ordered by the number under CRFR2-BP ag (low to high): 7 from the list above.
SMILES	M5 antag	IDE cell inh	CRFBP-R2 block	M5 ag	M4 PAM	CHRM4 antagonist	M5 PAM	CRFR2-BP ag	CHRM4 agonist
O=C(c1ccccc1NS(=O)(=O)c1ccc(Br)s1)N1CCCC1	-5	-5	0	1	11	1	-3	-0.8	0
Cc1cccc(N2CCN(C(=O)c3ccc(N4CCCC4=O)cc3)CC2)c1C	2	14	8	-3	5	-15	-1	-0.7	3
COc1ccc2c(c1)[C@H]1[C@H](CO2)[C@H](c2ccccc2)[C@]2(C)C(=O)Nc3ccc(Br)cc3C(=O)N12	24	4	5	-8	-1	5	-21	-0.6	1
COc1ccc(NC(=O)CCN2C(=O)c3ccccc3S2(=O)=O)cc1	-2	5	2	0	4	4	-5	-0.1	3
CCOC(=O)c1cc(=O)n(-c2ccc(Cl)cc2C)[nH]1	3	0	-6	0	4	2	13	0.6	1
CCN(C(=O)Cn1cc(C(F)(F)F)ccc1=O)c1c(N)n(Cc2ccccc2)c(=O)[nH]c1=O	8	-2	1	0	-3	5	8	0.9	0
CCN1CCN(C(=O)c2cc3ccc(OC)cc3[nH]2)CC1	-7	5	17	-2	1	-3	0	5.6	0
